# High-throughput results deposited in PubChem by National Center for Advancing Translational Sciences (NCATS).
# TrxR1 substrate = is turned over as a substrate by rat TrxR1; O89049; purified TrxR1 substrate turnover, NADPH consumption readout; Potency, µM (titrated, usually from 114 µM), inactives show at the top dose activity change, negative = substrate turnover; 0.01% of 390,000 active; also: potency is read from the fitted curve at half-maximal effect; % is scaled to controls: 0 for no effect and ±100 for the full control effect; nearly all actives have a fitted effect of over 50% in size
#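 Rat TrxR1, dispensed at 90 nM, was prereduced with 400 uM NADPH (final) for 5 min at ~22 deg C, then incubated with compound 15 min before 400 uM selenite. A first-read NADPH fluorescence drop versus no-compound background flagged substrates.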
# TrxR1 inh = inhibitors of rat thioredoxin reductase 1; Potency, µM (titrated, usually from 114 µM), inactives show at the top dose activity change, negative = inhibition, actives largely listed as inhibitors; 1% of 390,000 active; recombinant rTrxR1, NADPH fluorescence consumption, selenite substrate; also: potency is read from the fitted curve at half-maximal effect; % is scaled to controls: 0 for no effect and ±100 for the full control effect; nearly all actives have a fitted effect of over 65% in size
#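 Rat TrxR1 (90 nM in the dispensed reagent) was pre-reduced with 400 uM NADPH for 5 min at room temperature, then incubated with compound for 15 min. After 400 uM selenite was added, NADPH fluorescence (Ex 340/Em 450 nm) was followed for 8 min.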
# mIDH1 inhibitor = blocks human mutant IDH1 R132H enzyme; IDH1-R132H enzyme, NADPH consumption, diaphorase/resazurin fluorescence; Potency, µM (doses to about 76.6 µM), for inactives: top-dose activity change, negative = inhibition, usual class: inhibitors; 0.093% of 390,000 active; also: potency is read from the fitted curve at half-maximal effect; % is scaled to controls: 0 for no effect and ±100 for the full control effect; nearly all actives have a fitted effect of over 65% in size
# Target sequence (O75874 whole entry R132H, stated change not applied): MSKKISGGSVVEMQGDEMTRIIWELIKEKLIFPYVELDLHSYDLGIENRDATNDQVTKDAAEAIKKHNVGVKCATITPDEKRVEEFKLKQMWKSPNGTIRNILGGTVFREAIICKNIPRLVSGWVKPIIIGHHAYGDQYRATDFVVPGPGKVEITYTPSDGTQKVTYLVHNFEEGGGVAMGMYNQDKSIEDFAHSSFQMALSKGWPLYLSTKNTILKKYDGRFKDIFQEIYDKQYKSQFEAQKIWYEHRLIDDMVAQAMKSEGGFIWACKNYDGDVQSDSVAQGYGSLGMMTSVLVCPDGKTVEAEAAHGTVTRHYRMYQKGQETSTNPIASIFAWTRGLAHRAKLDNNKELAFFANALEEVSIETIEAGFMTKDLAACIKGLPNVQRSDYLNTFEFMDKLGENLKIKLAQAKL
#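 IDH1-R132H (0.5 ug/mL) preincubated 30 min with compound, then NADPH (0.016 mM) and alpha-KG (2 mM) added; 80 min at RT, pH 7.5. Remaining NADPH coupled via diaphorase/resazurin to fluorescence (540/590 nm); concentration-response curves normalized to no-enzyme control.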
# USP1-UAF1 inh = USP1/UAF1 (human) deubiquitinase inhibition; O94782; recombinant USP1/UAF1, Ub-Rhodamine cleavage fluorescence; Potency, µM (top dose mostly 57.1 µM), for inactives: top-dose activity change, negative = inhibition, most hits filed as inhibitors; 0.23% of 390,000 active; AID 743255; also: potency is read from the fitted curve at half-maximal effect; % is scaled to controls: 0 for no effect and ±100 for the full control effect; nearly all actives have a fitted effect of over 60% in size; inactives centre near -12
#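 1 nM enzyme complex + cpd, 15 min RT; start with Ub-Rho 150nM final; kinetic fluorescence ex 480/em 540, 6 reads q60 s. Buffer 50mM HEPES pH 7.8, 0.5mM EDTA, 0.1 mg/ml BSA, 1mM TCEP, 0.01% Tween-20.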
# D2 antagonist = D2 dopamine receptor (human) antagonism | HEK293 TREx D2 cells, calcium flux, dopamine EC80 | 2% of 340,000 active | P14416 | inhibition, % at 10 µM; in the data active = inhibition above about 30%; also: 0% is about no effect
# Target sequence (P14416 whole entry, looked up): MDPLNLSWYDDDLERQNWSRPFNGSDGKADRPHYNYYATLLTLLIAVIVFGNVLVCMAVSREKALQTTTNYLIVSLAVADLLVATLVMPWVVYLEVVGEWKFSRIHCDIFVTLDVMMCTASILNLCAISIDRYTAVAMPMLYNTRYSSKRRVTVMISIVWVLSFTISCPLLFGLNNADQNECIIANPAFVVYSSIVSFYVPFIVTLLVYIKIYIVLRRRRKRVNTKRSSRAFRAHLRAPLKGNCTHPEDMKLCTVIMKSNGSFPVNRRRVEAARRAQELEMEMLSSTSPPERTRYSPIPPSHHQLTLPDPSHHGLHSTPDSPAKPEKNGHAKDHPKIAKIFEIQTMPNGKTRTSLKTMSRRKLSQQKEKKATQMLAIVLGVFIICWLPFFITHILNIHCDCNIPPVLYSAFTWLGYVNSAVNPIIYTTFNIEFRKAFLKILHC
#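 Measurement of antagonist activity uses fluorescent calcium dye in inducible HEK293 T-REx D2 cells: 10 s baseline, compound addition with 180 s read, EC80 dopamine addition with a further 180 s read.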
# TRHR ag = TRH receptor (human) agonism; TRHR cells, calcium flux fluo-8, FDSS agonist mode; 0.18% of 360,000 active; P34981; activation, % at 2 µM; AID 493084; in the data active = activation above about 30%; also: 0% is about no effect
#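 Agonist-mode FDSS calcium read (Ex 480/Em 530, 1 s cycles) in 1536-well TRHR cells with fluo-8 dye, after 10-cycle baseline and 23 nL compound addition; TRH at EC20 (10 nM final) added afterwards for the enhancer phase.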
# D2 ag = activates the human D2 dopamine receptor; P14416; HEK293 T-REx D2 cells, calcium flux agonist mode; 0.53% of 340,000 active; activation, % at 2 µM;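 active = activation over 3 SD above normal in the single-dose calcium agonist read, cut at about 30% in these data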; also: 0% is about no effect
#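 Agonism is scored from calcium flux in a force-coupled, inducible HEK293 cell line expressing D2, read kinetically for 180 s after compound addition against dopamine controls.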
# PI4K2A inh = blocks human PI4K2A kinase activity. Q9BTU6. purified PI4K2A, ADP-Glo luminescence, 1 h; hits give low values. activity change, negative = inhibition, % at 76.9 µM. 0.13% of 420,000 active. AID 1346378; in the data active = activity change below about -50%; inconclusive = mostly about -30% to -49%;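 also: -100% = wells without enzyme as full effect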
#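 Compounds are screened against recombinant PI4K2A using PI as substrate and ATP, the latter dispensed at 300 microM. Reactions run one hour at ambient temperature before ADP-Glo detection; full inhibition defined by wells lacking enzyme.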
# TRHR PAM = allosteric enhancers of human TRH receptor. 0.66% of 360,000 active. TRHR cells, fluo-8 calcium fluorescence, EC20 TRH enhancement. enhancement, % at 2 µM; in the data active = enhancement above about 30%; also: 0% is about no effect
#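 Enhancer read-out: after compound pinning and an initial kinetic agonist-mode read, an EC20 of TRH (10 nM final) was injected and fluo-8 calcium signal (Ex 480/Em 530) followed at 1 s/cycle for 100 cycles in TRHR-expressing cells.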
# * hit, by the source's call; u = inconclusive; x = no result given; [ ] = dose if it differs, or a comment. Unless noted, calls follow the shape of the dose curve; as a rule, active = well fitted inhibition curve with a large enough effect; inconclusive = small, poorly fitted or top-dose-only effect; inactive = no such curve, though single readings can be large or run the other way. An excerpt; the hit share may differ from the screen's.
# Abbreviations – A = TrxR1 substrate; B = TrxR1 inh; C = mIDH1 inhibitor; D = USP1-UAF1 inh; E = D2 antagonist; F = TRHR ag; G = D2 ag; H = PI4K2A inh; I = TRHR PAM
1: CCOc1cc2c(cc1OCC)-n1cccc1C(c1cc(C)c(OC)cc1C)NC2 (stereo unspecified)
  A = -5% | B = 9% | C = 6% | D = 1% | E = 6 | F = 0.8 | G = -0.6 | H = 1 | I = -17
2: CC(C)CCN1CCN(Cc2c(F)cccc2Cl)CC1CCO (stereo unspecified)
  A = 1% | B = 29% | C = 17% | D = -9% | E = -25 | F = 4.0 | G = 0.9 | H = 1 | I = 1
3: CCSc1cc(C2C(C#N)=C(N)Oc3n[nH]c(C)c32)c(C)o1 (stereo unspecified)
  A = -5%[57.1 µM] | B = u | C = 7% | D = -16% | E = 5 | F = 0.0 | G = 0.9 | H = -5 | I = -4
4: CN1CCc2nc3sc(C(=O)NC4CC4)c(N)c3cc2C1
  A = -1% | B = 5% | C = 1% | D = -23% | E = 17 | F = 0.4 | G = 1.5 | H = -1 | I = -3
5: Fc1cccc(F)c1CN1CCN(c2ccc(Cl)cc2)CC1
  A = 10%[57.1 µM] | B = 10%[57.1 µM] | C = 0% | D = -23% | E = -12 | F = -1.5 | G = 0.5 | H = -4 | I = -7
6: CCOC(=O)c1c(C)n(Cc2ccco2)c2ccc(OC)cc12
  A = 14%[57.1 µM] | B = 4%[57.1 µM] | C = 8% | D = -19% | E = 0 | F = 0.3 | G = -1.4 | H = 4 | I = -1
7: O=C(NCCCN1CCOCC1)C(Cl)(Cl)Cl
  A = 5% | B = 5% | C = -9% | D = -10% | E = -9 | F = 0.0 | G = 0.0 | H = 0 | I = 8
8: Clc1ccc2c(N3CCNCC3)ccnc2c1
  A = 12%[57.1 µM] | B = 1%[57.1 µM] | C = -3% | D = -6% | E = -8 | F = 0.5 | G = -0.4 | H = 1 | I = 2
9: CCOC(=O)C1=C(N)Oc2cc(C)oc(=O)c2C12C(=O)N1c3c(cccc32)C(C)=CC1(C)C (stereo unspecified)
  A = -6% | B = 10% | C = 4% | D = -2% | E = -5 | F = 0.4 | G = -0.2 | H = 1 | I = 7
10: N#CC(C#N)=NNc1ccc([N+](=O)[O-])cc1
  A = u | B = 22µM* | C = 0% | D = u | E = -3 | F = 0.2 | G = -0.8 | H = -5 | I = -2
11: COC(=O)C1=C(c2cccc(OCc3ccccc3)c2)C[C@@H]2CC[C@H]1N2C(=O)NCCOc1ccccc1Cl
  A = 10%[57.1 µM] | B = 19%[57.1 µM] | C = -10% | D = -23% | E = 6 | F = 0.7 | G = 0.5 | H = -1 | I = 4
12: CN1CC2=CC(O)CC3Oc4c(O)ccc(c4[C@]23C)C1 (stereo partly specified)
  A = 7% | B = 9% | C = 27% | D = -14% | E = x | F = x | G = x | H = -1 | I = x
13: C[N+]1(CC(COCc2ccccc2)OC(=O)Cc2ccccc2)CCOCC1 (stereo unspecified)
  A = -1% | B = 4% | C = 2% | D = 6% | E = 1 | F = 0.0 | G = -4.7 | H = -3 | I = 4
14: O=c1c2ccccc2nc(/C=C/c2ccc(O)cc2)n1-c1ccccc1O
  A = -3% | B = -3% | C = 18% | D = -22% | E = 13 | F = 1.4 | G = 0.6 | H = -2 | I = 0
15: COc1ccc(C(=O)C2(C)N(O)C(C)C(c3cccs3)=[N+]2[O-])cc1 (stereo unspecified)
  A = 5%[57.1 µM] | B = -1%[57.1 µM] | C = 9% | D = -14% | E = 0 | F = -0.8 | G = 0.1 | H = 5 | I = 0
16: CC(=O)N1CCCc2cc(S(=O)(=O)N3CCCC(C(=O)N4CCN(c5ccccc5F)CC4)C3)ccc21 (stereo unspecified)
  A = -1%[57.1 µM] | B = 8%[57.1 µM] | C = 16% | D = u | E = x | F = 0.1 | G = -0.4 | H = -1 | I = 1
17: CCC1C=CC=CC[C@H](C)[C@@H](O)[C@](C)(O)C(=O)[C@@H](C)[C@H](O)[C@@H](C)C(=O)[C@H](C)[C@@H](O)[C@H](C)C=CC(=O)OC2[C@@H](C)C(CC1)OC1(CC[C@@H](C)C(C[C@H](C)O)O1)[C@@H]2C (stereo partly specified)
  A = x | B = x | C = x | D = x | E = -5 | F = 1.2 | G = 0.0 | H = x | I = -1
18: CCN1CCN(c2ccc(N)c(C)c2)CC1
  A = -5% | B = 9%[57.1 µM] | C = 1% | D = -5% | E = 49* | F = 1.1 | G = 0.0 | H = -1 | I = -8
19: OC(Cn1c2ccccc2c2ccccc21)C[n+]1ccccc1 (stereo unspecified)
  A = 1% | B = 5% | C = 5% | D = -14% | E = 6 | F = -0.6 | G = 0.8 | H = 4 | I = 2
20: O=[N+]([O-])CCO
  A = 7% | B = -28% | C = -11% | D = -29% | E = 6 | F = 0.4 | G = 0.5 | H = -1 | I = 2

# In the list so far, 7 have nitrogen in an aromatic ring.
# Abbreviations – A = TrxR1 substrate; B = TrxR1 inh; C = mIDH1 inhibitor; D = USP1-UAF1 inh; E = D2 antagonist; F = TRHR ag; G = D2 ag; H = PI4K2A inh; I = TRHR PAM
1: CCOc1cc2c(cc1OCC)-n1cccc1C(c1cc(C)c(OC)cc1C)NC2 (stereo unspecified)
  A = -5% | B = 9% | C = 6% | D = 1% | E = 6 | F = 0.8 | G = -0.6 | H = 1 | I = -17
3: CCSc1cc(C2C(C#N)=C(N)Oc3n[nH]c(C)c32)c(C)o1 (stereo unspecified)
  A = -5%[57.1 µM] | B = u | C = 7% | D = -16% | E = 5 | F = 0.0 | G = 0.9 | H = -5 | I = -4
4: CN1CCc2nc3sc(C(=O)NC4CC4)c(N)c3cc2C1
  A = -1% | B = 5% | C = 1% | D = -23% | E = 17 | F = 0.4 | G = 1.5 | H = -1 | I = -3
6: CCOC(=O)c1c(C)n(Cc2ccco2)c2ccc(OC)cc12
  A = 14%[57.1 µM] | B = 4%[57.1 µM] | C = 8% | D = -19% | E = 0 | F = 0.3 | G = -1.4 | H = 4 | I = -1
8: Clc1ccc2c(N3CCNCC3)ccnc2c1
  A = 12%[57.1 µM] | B = 1%[57.1 µM] | C = -3% | D = -6% | E = -8 | F = 0.5 | G = -0.4 | H = 1 | I = 2
14: O=c1c2ccccc2nc(/C=C/c2ccc(O)cc2)n1-c1ccccc1O
  A = -3% | B = -3% | C = 18% | D = -22% | E = 13 | F = 1.4 | G = 0.6 | H = -2 | I = 0
19: OC(Cn1c2ccccc2c2ccccc21)C[n+]1ccccc1 (stereo unspecified)
  A = 1% | B = 5% | C = 5% | D = -14% | E = 6 | F = -0.6 | G = 0.8 | H = 4 | I = 2
